HIF-2a block – HIF-2a reporter inhibitors, primary screen, luminescence, 786-0 RCC cells; 786-0 RCC cells HIF-2a reporter, luciferase luminescence, overnight; inhibition, % at 18.8 µM; 360,000 compounds, 0.72% hits;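 active means inhibition of the luminescence signal of 40% or more relative to plate controls, in a single-dose primary screen at 18.75 µM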
NR2E3 ag-1 – NR2E3 agonists in two-hybrid cells, primary screen, cell-based, luminescence, CHO-S, Gal4-NCOR/VP16-NR2E3; AID 602229, 2012; 360,000 compounds, 0.35% hits; inhibition of corepressor binding, % at 3.98 µM; luciferase; Photoreceptor-specific nuclear receptor (Homo sapiens), Q9Y5X4;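 active means inhibition above the mean of all tested compounds plus 3 SD, cut at about 70% in these data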;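 further: 0% = DMSO with NR2E3 transfected cells and 100% = cells lacking NR2E3 construct; higher means lower luciferase signal from less NR2E3 corepressor binding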
Target sequence (Q9Y5X4 whole entry, looked up, the tested form may be a part): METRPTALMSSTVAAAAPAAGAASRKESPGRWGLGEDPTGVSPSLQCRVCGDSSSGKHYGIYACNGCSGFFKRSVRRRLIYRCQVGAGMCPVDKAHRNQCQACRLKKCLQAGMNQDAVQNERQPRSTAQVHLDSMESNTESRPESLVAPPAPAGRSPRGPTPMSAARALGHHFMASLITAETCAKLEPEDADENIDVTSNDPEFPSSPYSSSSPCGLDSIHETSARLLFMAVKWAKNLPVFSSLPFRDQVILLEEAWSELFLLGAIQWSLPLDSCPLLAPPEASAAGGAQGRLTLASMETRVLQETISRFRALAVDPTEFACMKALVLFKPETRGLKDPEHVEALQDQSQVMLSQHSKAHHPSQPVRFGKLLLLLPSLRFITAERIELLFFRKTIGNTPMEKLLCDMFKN
TRAIL sens C8 – viability loss with TRAIL in NB7+C8 cells, primary screen, TRAIL sensitizer project, cell-based, ATPlite luminescence | inhibition (viability loss, TRAIL sensitization), % at 10 µM | 360,000 compounds, 1% hits | AID 624354, 2012;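 active means compounds causing at least 50% loss of cell viability in the single-dose screen, relative to plate controls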
CF NFkB inh – inhibitors of PAF-induced NF-kB signaling, primary screen, cell-based, GFP fluorescence, uHTS; inhibition, % at 5 µM; KKLEB NF-kB-GFP reporter, GFP fluorescence overnight; 360,000 compounds, 0.86% hits;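 active means at least 50% inhibition at 5 µM, scaled per plate between neutral and stimulator controls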;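 further: PAF is a Pseudomonas aeruginosa culture filtrate used as stimulus; plate controls were PAF-stimulated DMSO wells for no effect and unstimulated DMSO wells for full effect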
TRPM1 prom inh – inhibitors of MITF-dependent TRPM1 promoter reporter, primary screen, cell-based, SK-MEL-5, single point, luciferase; 330,000 compounds, 0.83% hits; SK-MEL-5 TRPM1 promoter luciferase, 24 h; inhibition, % at 12.5 µM; AID 488899, 2010;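 active means mean inhibition across replicates of 60% or more, whatever share of single replicates reaches that level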; further: values of inactives mirror those of a sister screen read the other way
Shn3 inh set2 – reduction of Shn3 3'UTR firefly luciferase signal, primary screen, Schnurri-3 inhibitor project, cell-based, Clone20 osteoblasts, set 2. Clone20 osteoblast Shn3 3'UTR firefly luciferase, 24 h. inhibition, % at 12.5 µM. 360,000 compounds, 0.52% hits. AID 588674, 2011;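 active means mean inhibition of at least 75% with every replicate also reaching 75%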;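 further: 0% = median of neutral control wells and 100% = pilot-screen positive control compound; some compounds past the cut are filed as inactive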
KKLEB tox – cytotoxicity in KKLEB CF airway cells, primary screen, cytotoxicity control for CF NF-kB inhibitor project, cell-based, uHTS, fluorescence assay plates; KKLEB CF airway cells viability, ATPlite luminescence, overnight; active compounds read low; cells stimulated with P. aeruginosa culture filtrate; activity change (cytotoxicity), % at 5 µM; 360,000 compounds, 0.36% hits;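 active means corrected activity change at or below -50% at 5 µM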
LMP1 NFkB inh – EBV LMP1-driven NF-kappaB luciferase reporter inhibitors, primary screen, cell-based, luminescence, single point; inhibition, % at 12.5 µM; AID 504558, 2011; 350,000 compounds, 0.69% hits; LMP1-induced NF-kappaB luciferase reporter cells; in the data active means inhibition above about 41%;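 further: 0% = neutral control wells and 100% = reference inhibitor control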
Peg3 prom inh – Peg3 promoter-driven luciferase inhibitors, primary screen, cell-based, HeLa, luciferase luminescence. inhibition, % at 20 µM. HeLa PEG-Prom luciferase reporter, overnight. 360,000 compounds, 1.7% hits;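 active means inhibition of at least 50% at 20 µM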
NR2E3 ag-2 – inhibitors of NR2E3-RetCOR corepressor binding, primary screen, NR2E3 agonist project, biochemical, TR-FRET, GST-NR2E3, biotin-RetCOR; inhibition of corepressor binding, % at 4.78 µM; 1536-well; AID 2300, 2010; 320,000 compounds, 0.12% hits; Photoreceptor-specific nuclear receptor (Homo sapiens), Q9Y5X4;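 active means percent inhibition above the cutoff of mean plus 3 SD of all tested compounds, set per screening campaign, cut at about 20% in these data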;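 further: 0% = DMSO wells and 100% = biotin wells as full block of FRET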
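System: GST-tagged NR2E3 plus biotinylated RetCOR corepressor; Buffer or medium: pH 7.5 Tris-based buffer; Probe or stimulus: RetCOR corepressor, biotinylated, 7 nM; Doses: compound at 4.8 µM, single dose; Schedule: 5 h incubation at 4 °C; Technique: time-resolved FRET; Evaluation: percent inhibition of TR-FRET ratio; Replication: one well per compound, singlicate testing.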
iPSC survival up – enhancers of single-cell hiPSC survival, primary screen, ATPlite luminescence; 360,000 compounds, 0.044% hits; survival enhancement, % at 20 µM; 100% = ROCK inhibitor wells, 0% = DMSO; in the data active means survival enhancement above about 18%;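 further: cells exposed to compounds for 16 hours before the ATP read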
* hit, by the source's call; / = no result given. An excerpt. The share of hits here may be higher or lower than overall.

SMILES	HIF-2a block	NR2E3 ag-1	TRAIL sens C8	CF NFkB inh	TRPM1 prom inh	Shn3 inh set2	KKLEB tox	LMP1 NFkB inh	Peg3 prom inh	NR2E3 ag-2	iPSC survival up
N#Cc1ccccc1OCc1cccc(S(=O)(=O)N2CCOCC2)c1	-7	10	8	4	-10	-14	2	0	-24	3	-0.4
COc1cc(-c2nc(S(=O)(=O)c3ccc(C)cc3)c(N(C)C)o2)cc(OC)c1OC	2	8	5	-3	9	3	-6	8	-4	1	-2.3
COc1ccccc1CNC(=O)CCC(=O)n1ncc2cc(C)ccc21	2	-25	-1	17	0	-2	14	0	-7	0	-3.6
COc1ccc(NS(=O)(=O)c2ccc3c(c2)CCC(=O)N3)c(OC)c1	16	7	17	-1	4	9	-2	-8	15	9	-2.1
C/C=C/C(=O)N1c2ccccc2C(C)=CC1(C)C	17	-6	26	-19	-2	-7	12	-2	-4	2	2.4
Nc1ccc(C(=O)OCCCc2nc3cc4ccccc4cc3[nH]2)cc1	-67	-29	20	5	-8	3	-12	-19	2	-2	1.5
COc1ccc(S(=O)(=O)N(C)c2ccc(C(=O)N3CCOCC3)cc2)cc1OC	5	-16	0	8	-7	7	-4	3	8	1	-2.1
NNC(=O)Cn1c(-c2nonc2N)nc2ccccc21	17	4	-2	-9	-2	-13	8	4	12	-1	0.7
C=CCNc1nc(N2CCCC2)nc2ccccc12	28	-8	12	-28	-7	61	-4	13	26	-3	2.2
c1n[nH]c(NCc2ccc3c(c2)OCO3)n1	-5	2	-15	-8	5	29	15	-20	8	2	0.2
Cc1nc2nc(Cc3ccccc3)[nH]n2c(=O)c1Cc1ccccc1	1	-9	12	5	-2	-12	2	0	-1	0	-0.1
CS(=O)(=O)c1ccc(-c2sc3ccccc3c2C(=O)NCCCN2CCOCC2)cc1	13	1	-7	-9	5	12	2	-3	6	/	5.2
COc1ccc(NC(=O)C(=O)NNC(=O)c2ccc(Cl)cc2Cl)cc1	11	-23	-8	-10	5	5	23	-2	4	-5	0.0
CC(C)=C1C(=O)NN(c2ccc(F)c(Cl)c2)C1=O	17	-10	-9	-11	-9	10	6	-9	5	4	0.1
CCn1c(=O)c(C(=O)NCc2ccccc2OC)c(O)c2ccccc21	27	-9	13	5	1	-4	-4	9	10	1	-0.1
O=c1[nH]c(CN2CCOCC2)nc2cc(Cl)ccc12	19	19	-5	13	2	-1	-7	-1	6	0	0.7
CC(=O)NC(CC(=O)NCCCn1ccc2ccccc21)c1ccccc1 (configuration not stated)	7	-13	2	4	5	-5	-10	0	8	-1	0.3
CCOC(=O)C1=NN(C(=O)COc2ccccc2)C(O)(c2ccc(Cl)cc2)C1 (configuration not stated)	7	-16	2	10	6	-11	3	-7	-2	2	-1.1
Cc1c(Cl)cnc(NC(=O)CSc2nnc3ccccn23)c1Cl	-125	-54	7	6	-18	-16	3	-15	-126	/	-0.2
Cc1c[nH]c2ccccc12	21	-23	-6	3	8	-9	0	-3	9	6	-1.6
CCc1c(C)sc2nc(SCC(=O)Nc3cc(C)on3)n(CCOC)c(=O)c12	-5	-17	-4	-25	-15	4	6	9	5	-4	-1.0
CCCn1c(C)cc(C)c(C#N)c1=O	9	10	-5	5	-1	-2	6	-5	6	1	-1.0
COc1ccc(N2CCN(C(=O)COC(=O)COc3cccc(C(F)(F)F)c3)CC2)cc1	14	-35	10	2	-9	-3	-9	-5	2	-1	-0.5
Cc1ccc(NC(=S)NC(C)CCc2ccccc2)cc1C (configuration not stated)	3	11	-21	7	4	18	-9	-1	4	2	-1.9
Clc1cccc(-c2cc3nc4c(c(N5CCOCC5)n3n2)CCCC4)c1	-80	-97	17	18	-76	-86	-11	-23	-212	-2	-0.3

Three entries already listed, arranged by heavy-atom count, low to high:
SMILES	HIF-2a block	NR2E3 ag-1	TRAIL sens C8	CF NFkB inh	TRPM1 prom inh	Shn3 inh set2	KKLEB tox	LMP1 NFkB inh	Peg3 prom inh	NR2E3 ag-2	iPSC survival up
Cc1ccc(NC(=S)NC(C)CCc2ccccc2)cc1C (configuration not stated)	3	11	-21	7	4	18	-9	-1	4	2	-1.9
N#Cc1ccccc1OCc1cccc(S(=O)(=O)N2CCOCC2)c1	-7	10	8	4	-10	-14	2	0	-24	3	-0.4
CC(=O)NC(CC(=O)NCCCn1ccc2ccccc21)c1ccccc1 (configuration not stated)	7	-13	2	4	5	-5	-10	0	8	-1	0.3

Molecules shown so far with a thiophene ring, fused or not (2):
SMILES	HIF-2a block	NR2E3 ag-1	TRAIL sens C8	CF NFkB inh	TRPM1 prom inh	Shn3 inh set2	KKLEB tox	LMP1 NFkB inh	Peg3 prom inh	NR2E3 ag-2	iPSC survival up
CS(=O)(=O)c1ccc(-c2sc3ccccc3c2C(=O)NCCCN2CCOCC2)cc1	13	1	-7	-9	5	12	2	-3	6	/	5.2
CCc1c(C)sc2nc(SCC(=O)Nc3cc(C)on3)n(CCOC)c(=O)c12	-5	-17	-4	-25	-15	4	6	9	5	-4	-1.0

More results:
SMILES	HIF-2a block	NR2E3 ag-1	TRAIL sens C8	CF NFkB inh	TRPM1 prom inh	Shn3 inh set2	KKLEB tox	LMP1 NFkB inh	Peg3 prom inh	NR2E3 ag-2	iPSC survival up
COc1ccccc1OCc1ccc(C(=O)c2ccccc2)cc1	-205	-39	21	3	-21	-6	6	63*	-127	0	-0.9
C[C@H](CO)N1C[C@H](C)[C@H](CN(C)S(=O)(=O)c2ccccc2)OCc2ccccc2-c2c(n(C)c3ccccc23)C1=O	-1	-37	0	2	/	-6	4	-4	4	/	-1.6
COc1cc(OC)cc(C(=O)Nc2cccc(N3CCCC3)c2)c1	9	-12	-11	-10	-3	22	16	12	5	3	-0.7
CCOc1ccc(S(=O)(=O)N2CCCCC2)cc1NC(=O)Cc1cc(OC)c(OC)c(OC)c1	15	-45	-20	-1	/	9	-15	-5	11	/	-1.4
COc1ccc(C(=O)NCC(=O)OCC(=O)c2ccc3c(c2)NC(=O)CO3)cc1OC	19	5	-16	13	-13	15	1	1	20	5	0.9
O=C(NCc1cccnc1)c1sc2ccccc2c1Cl	-58	-6	6	-23	-7	13	0	-3	-31	1	3.1
CCC(C(=O)Nc1cccc(S(=O)(=O)N(C)c2ccccc2)c1)c1ccccc1 (configuration not stated)	16	-3	-12	-9	17	26	-3	3	29	5	1.5
C=CCSc1nc(C)c(CC(=C)C)c(=O)[nH]1	21	-24	-6	-2	0	-5	-13	-2	1	2	1.3
Cn1c(SCc2ccc(F)cc2)nnc1-c1ccccn1	-201	-92	-7	4	-54	-77	7	-19	-246	1	-3.1
NC(=O)c1ccc(S(=O)(=O)N2CCSCC2)cc1	2	3	-4	-11	1	10	5	2	1	5	0.7
O=C(N/N=C/c1ccc(F)c(F)c1)c1cccc(S(=O)(=O)N2CCCCC2)c1	7	14	-12	18	-4	-20	-11	-3	2	4	-0.3
Cc1nc(C)c(-c2ccc(SCC(=O)Nc3ccccc3)nn2)s1	-8	-25	5	2	-3	8	6	6	-17	-1	-0.4
CCOC(=O)Cn1cc(/C=N/NC(=O)c2ccc(C#N)cc2F)c2ccccc21	-1	-5	6	-5	-2	-1	3	-16	4	3	-0.2
Cc1ccc(NC(=O)CCCn2c(=O)oc3ccccc32)c(O)c1	-42	-40	2	-17	-5	-5	4	1	-29	0	-0.4
O=S(=O)(c1ccc(Cl)cc1)N1CCC(N2CCCCCC2)CC1	18	20	-5	3	12	20	-5	11	14	1	0.4
COc1ccc(CN(C)C[C@@H]2OCCCC[C@H](C)Oc3ccc(NC(=O)Nc4ccc(F)cc4)cc3C(=O)N([C@H](C)CO)C[C@H]2C)cc1	-19	-11	11	-2	/	4	-10	6	74*	/	-3.9
O=[N+]([O-])c1cccc(Nc2c([N+](=O)[O-])ccc3nonc23)c1	12	-7	-1	15	-3	0	-6	4	9	0	-0.2
C/C(CC(=O)Nc1cccnc1)=N\NC(=O)C(=O)Nc1cccc(C)c1	-24	3	-13	-34	-3	3	13	4	-10	-4	-0.1
Cc1sc(NC(=O)C2CCCCC2C(=O)O)c(C(N)=O)c1-c1ccc(C(C)(C)C)cc1 (configuration not stated)	-61	-31	-1	0	-6	-4	6	1	-45	1	0.6
CCc1ccc(CN(C(=O)COc2c(C)cccc2C)C2CCS(=O)(=O)C2)cc1 (configuration not stated)	12	-26	-6	-13	-2	-31	-2	-2	9	0	-0.4
O=C(COC(=O)C1CCN(c2ccc(C(F)(F)F)cn2)CC1)c1cccc(Br)c1	0	-34	-11	-6	0	-18	0	4	-3	1	-0.6
COc1cc(C(=O)NCCC(=O)NCc2ccc3c(c2)OCO3)cc(OC)c1OC	15	27	-5	-3	2	-2	7	6	7	2	1.5
CCCCCN(C(=O)CCC(=O)OCC(=O)N(C)C1CCCCC1)c1c(N)n(CCCC)c(=O)[nH]c1=O	7	-21	-13	-1	3	-10	1	4	12	3	1.7
COC(C(=O)Nc1ccnn1C1CCN(C(=O)c2ccc(C)cc2)CC1)c1ccccc1 (configuration not stated)	-10	-43	-18	4	3	-11	12	-2	11	0	-0.2
CN(Cc1cnn(C)c1)C(=O)c1ccc(OC2CCN(CCc3ccccc3)CC2)cc1	7	23	-2	-2	-3	-1	-4	11	12	4	-0.9
COc1ccccc1-n1c(C)c(C(=O)O)c2cc(OC)c3ccccc3c21	18	-5	13	4	16	-9	19	-1	8	0	-0.6
Cc1ccc(-c2nc(N=Nc3ccc(O)cc3)n[nH]2)cc1	-160	8	4	6	-8	-8	29	-21	68*	2	-1.3

Structures from the list above that contain a COOH group, in the order listed:
SMILES	HIF-2a block	NR2E3 ag-1	TRAIL sens C8	CF NFkB inh	TRPM1 prom inh	Shn3 inh set2	KKLEB tox	LMP1 NFkB inh	Peg3 prom inh	NR2E3 ag-2	iPSC survival up
Cc1sc(NC(=O)C2CCCCC2C(=O)O)c(C(N)=O)c1-c1ccc(C(C)(C)C)cc1 (configuration not stated)	-61	-31	-1	0	-6	-4	6	1	-45	1	0.6
COc1ccccc1-n1c(C)c(C(=O)O)c2cc(OC)c3ccccc3c21	18	-5	13	4	16	-9	19	-1	8	0	-0.6

Assay outcomes deposited in PubChem by several laboratories.
